Screening results: PubChem, several laboratories
PhoP inhibition: PhoP-dependent GFP reporter repression – Salmonella Typhimurium, primary screen (AID 1863); S. Typhimurium PhoP-regulated promoter GFP reporter, 4 h; higher % means a stronger effect; inhibition, % at 50 µM; hits with a dose series show IC50 in µM; 300,000 tested, 0.16% active;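 active means inhibition over 29.93%, a cutoff 3 SD above the screen mean, later confirmed by dose response; inconclusive means inhibition over 29.93% but no dose response follow-up; inactive means inhibition at most 29.93% or unconfirmed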;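 further: 0% = low Mg2+ inducing control and 100% = high Mg2+ repressing control; strong numbers were not always called active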
Myeloid diff MLP: compounds promoting myeloid differentiation | ER-HoxA9 myeloid progenitors, lysozyme-GFP differentiation, flow cytometry | calls only at 10 µM | 360,000 tested, 1% active | AID 624256;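 active means normalized GFP-positive differentiation at or above the plate's own cutoff, the solvent-only control mean plus 3 SD; inconclusive means no clear call, values can overlap the other calls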;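 further: cells exposed to compound for four days before flow analysis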
Rac1 GTP hydrolysis: MgcRacGAP GTPase-activating activity inhibitors, confirmation, biochemical, ADP Hunter fluorescence. MgcRacGAP-stimulated Rac1 GTP hydrolysis, ADP Hunter fluorescence; higher % means a stronger effect; GST-tagged Rac1 F28L mutant substrate. one-dose inhibition, % at 30 µM; IC50 in µM for titrated hits. 340,000 tested, 0.6% active. AID 624330;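 active means first-screen hits whose inhibition reached a set limit at any dose in the follow-up dose series; inconclusive means inhibition above the set first-screen limit but never retested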;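 further: fluorescence reports GDP produced by GAP-driven GTP hydrolysis; strong numbers were not always called active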
LYP phosphatase: PTPN22 lymphoid phosphatase activity blockers – biochemical, fluorescence intensity, uHTS (AID 1779). recombinant LYP phosphatase, fluorescence intensity; higher % means a stronger effect. inhibition, % at 11.5 µM, or IC50 in µM where a hit was titrated. 290,000 tested, 0.054% active; in the data active means inhibition above about 50%;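 further: plate controls were vehicle with enzyme for no effect and no enzyme for full effect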
HIV peptide binding: inhibitors of HIV fusion peptide binding, primary screen, biochemical, uHTS, fluorescence dequenching (AID 1986); 290,000 tested, 0.3% active; one-dose inhibition, % at 20 µM; IC50 in µM for titrated hits; cell-free peptide binding, fluorescence dequenching, 30 min; higher % means a stronger effect; in the data active means inhibition mostly above about 52%, no sharp cut-off; inactive means mostly below about 76%; further: some results filed as inactive read as strong as hits
NTR1 agonist: agonists of NTR1, primary screen, imaging, U2OS cells, beta-arrestin-GFP, high content (AID 493036); P30989; NTR1-U2OS beta-arrestin-GFP spot imaging, agonist mode; activation, % at 20 µM; 330,000 tested, 0.17% active;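 active means activation at or above 40% of the spot to cytoplasm intensity ratio, with at least 20 cells analyzed; inconclusive means wells under 20 cells, flagged as cytotoxic or low count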;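 further: 0% = DMSO without peptide and 100% = 100 nM NTR1 peptide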
Target sequence (P30989 whole entry, looked up): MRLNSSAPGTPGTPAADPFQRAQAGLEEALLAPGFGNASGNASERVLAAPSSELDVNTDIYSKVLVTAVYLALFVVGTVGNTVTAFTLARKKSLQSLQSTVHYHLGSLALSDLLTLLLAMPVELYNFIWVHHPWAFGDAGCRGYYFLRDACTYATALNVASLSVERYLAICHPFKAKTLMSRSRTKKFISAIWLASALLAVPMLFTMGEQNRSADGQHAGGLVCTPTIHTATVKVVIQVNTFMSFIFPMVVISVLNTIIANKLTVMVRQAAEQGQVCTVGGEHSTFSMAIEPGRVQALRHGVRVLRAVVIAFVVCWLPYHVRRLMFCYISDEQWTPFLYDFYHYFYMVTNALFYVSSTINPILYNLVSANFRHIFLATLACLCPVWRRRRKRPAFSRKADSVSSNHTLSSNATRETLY
Siah-1 displacement: blockers of Siah-1 interaction with plectin peptide – biochemical, fluorescence polarization, rhodamine-plectin, uHTS, primary screen (AID 1817); Siah-1 / rhodamine-plectin peptide fluorescence polarization; higher % means a stronger effect; 290,000 tested, 0.02% active; one-dose displacement, % at 20 µM; IC50 in µM for titrated hits;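 active means displacement of at least 50% at 20 µM, with a fluorescence ratio check between 0.3 and a set limit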;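 further: plate controls were Siah plus tracer with DMSO for no effect and tracer alone without Siah for full effect; strong numbers were not always called active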
GPR55 LPI antagonism: GPR55 antagonists blocking LPI-driven arrestin recruitment, primary screen, imaging, U2OS, beta-arrestin-GFP, LPI agonist (AID 2013); 290,000 tested, 0.13% active; U2OS GPR55 beta-arrestin-GFP translocation imaging, LPI antagonism; higher % means a stronger effect; inhibition, % at 10 µM; hits with a dose series show IC50 in µM;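 active means spots per cell inhibited over 60%, with over 100 cells counted and total cytoplasm intensity under 500,000; inconclusive means wells with under 100 cells, flagged as likely toxic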;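 further: U2OS cells stably carrying GPR55 and arrestin-GFP stimulated by 5 µM LPI near EC80; imaged beta-arrestin-GFP aggregate spots per cell after agonist stimulation; plate controls were LPI-stimulated DMSO wells for no effect and DMSO wells without LPI for full effect; some results filed as inactive read as strong as hits; confirmed hits need IC50 under 10 µM and bright autofluorescent wells are also inconclusive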
GPR35 antagonists: inhibition of zaprinast-stimulated GPR35 beta-arrestin translocation – imaging, U2OS, beta-arrestin-GFP, zaprinast agonist, primary screen (AID 2058); U2OS GPR35 beta-arrestin-GFP translocation imaging, zaprinast antagonism; higher % means a stronger effect; inhibition, % at 10 µM; hits with a dose series show IC50 in µM; 290,000 tested, 0.052% active;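 active means inhibition of at least 50% with at least 30 cells and total cytoplasm GFP at most 10,000,000; inconclusive means under 30 cells or total GFP of 10,000,000 plus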
NTR1 agonist cell count 20 µM: recorded beside NTR1 agonist, whose call it bears; cell count; measured here: cell count, cytotoxicity flag
Myeloid diff MLP GFP+ MAC1+ %: second read-out of Myeloid diff MLP, no call of its own (marks repeat the call); GFP+ MAC1+ double positive, %; measured here: differentiation confirmed by MAC1 staining
* = called active by the depositor; i = inactive; ? = inconclusive; nt = not tested or not shown; + = active, no number.

mol,PhoP inhibition,Myeloid diff MLP,Myeloid diff MLP GFP+ MAC1+ %,Rac1 GTP hydrolysis,LYP phosphatase,HIV peptide binding,NTR1 agonist,NTR1 agonist cell count 20 µM,Siah-1 displacement,GPR55 LPI antagonism,GPR35 antagonists
O=C(c1cccc2ccccc12)C1CCCN(C(=O)c2ccc(N3CCOCC3)cc2)C1 (configuration not stated),-7%,i,0.0,4%,2%,-0.7%,3.2,75,5%,10%,9%
O=C(CCNC(=O)c1ccc(Cl)cc1)NCc1cccc(C(F)(F)F)c1,4%,i,0.6,0%,nt,nt,-1.2,63,nt,nt,nt
COc1ccc(S(=O)(=O)Cc2ccc(C(=O)NCc3ccc(F)cc3)o2)cc1,10%,nt,nt,nt,-6%,-0.9%,nt,nt,-5%,-2%,8%
CSc1cccc(NC(=O)c2cnn3ccccc23)c1,-4%,i,0.1,8%,0%,-1.3%,0.2,61,2%,10%,7%
COc1cccc(CN2CCN(c3ncccn3)CC2)c1OC,-1%,i,0.4,3%,-6%,0.2%,-1.2,60,8%,2%,-2%
COc1cccc(CSc2nc3ccccc3cc2C=O)c1,-6%,nt,nt,2%,-6%,-2.0%,18,54,0%,4%,-21%
Cc1ccc[n+](CC(=O)N2CCCc3ccccc32)c1,-3%,i,0.3,5%,-7%,-0.7%,0.7,51,-4%,4%,21%
N/C(Cc1ccc([N+](=O)[O-])cc1)=N\OC(=O)c1ccco1,-1%,i,0.6,3%,-7%,-2.1%,0.4,39,-1%,3%,0%
CCOC(=O)c1cnc2c(-c3ccccc3)cnn2c1C,-3%,i,0.0,9%,1%,0.4%,4.8,79,13%,5%,2%
COc1ccc(CCNS(=O)(=O)c2cc3c(cc2C)NC(=O)CO3)cc1OC,nt,i,2.9,2%,-16%,0.6%,-2.5,70,-8%,2%,-6%
O=C(c1ccc(-c2ccccc2)c(F)c1)C1CCCN(C(=O)c2cncs2)C1 (configuration not stated),-5%,i,0.4,17%,-4%,-0.6%,1.7,58,-2%,-1%,-23%
CS(=O)(=O)N1CCC(C(=O)NCCc2ccccc2)CC1,-4%,i,1.4,0%,-7%,2.0%,2.0,57,4%,5%,6%
C=C(C)C(=O)OCCCCCCOc1ccc(C(=O)O)cc1,-6%,i,1.3,4%,5%,6.8%,-0.6,71,5%,-1%,19%
O=C(CCC(=O)N1CCOc2ccccc21)NCCCN1CCN(Cc2ccccc2)CC1,nt,i,4.0,4%,-9%,-0.4%,0.0,81,4%,13%,1%
O=C(CSc1nnc(-c2ccccn2)n1Cc1ccco1)Nc1ccc2c(c1)OCO2,-4%,i,0.8,2%,-9%,-0.8%,3.2,73,4%,14%,9%

Grouped by structure: the entries above containing an aryl thioether with sulfur outside any ring (3)
mol,PhoP inhibition,Myeloid diff MLP,Myeloid diff MLP GFP+ MAC1+ %,Rac1 GTP hydrolysis,LYP phosphatase,HIV peptide binding,NTR1 agonist,NTR1 agonist cell count 20 µM,Siah-1 displacement,GPR55 LPI antagonism,GPR35 antagonists
CSc1cccc(NC(=O)c2cnn3ccccc23)c1,-4%,i,0.1,8%,0%,-1.3%,0.2,61,2%,10%,7%
COc1cccc(CSc2nc3ccccc3cc2C=O)c1,-6%,nt,nt,2%,-6%,-2.0%,18,54,0%,4%,-21%
O=C(CSc1nnc(-c2ccccn2)n1Cc1ccco1)Nc1ccc2c(c1)OCO2,-4%,i,0.8,2%,-9%,-0.8%,3.2,73,4%,14%,9%

More records:
mol,PhoP inhibition,Myeloid diff MLP,Myeloid diff MLP GFP+ MAC1+ %,Rac1 GTP hydrolysis,LYP phosphatase,HIV peptide binding,NTR1 agonist,NTR1 agonist cell count 20 µM,Siah-1 displacement,GPR55 LPI antagonism,GPR35 antagonists
Cc1ccc(NS(=O)(=O)c2ccc3c(c2)CC(=O)N3)cc1C,nt,i,2.3,3%,-2%,0.0%,-0.2,61,4%,5%,-10%
O=C1CC(c2ccccc2)CC(O)=C1C=NCc1ccc(Cl)c(Cl)c1 (configuration not stated),-3%,i,1.3,9%,-2%,-1.4%,6.5,27,2%,8%,1%
Cc1ccc(S(=O)(=O)N/N=C\c2cc([N+](=O)[O-])ccc2Cl)cc1,10%,i,1.6,6%,-2%,2.5%,-0.1,46,2%,6%,19%
CC(NCC(=O)NC(=O)NC1CCCC1)c1ccc(Cl)cc1Cl (configuration not stated),12%,i,0.7,8%,nt,nt,1.6,48,nt,nt,nt
CCOC(=O)C1CCN(C(=O)CCCn2nc(CC)n3c(cc4occc43)c2=O)CC1,-5%,i,0.2,8%,-12%,-1.3%,1.4,66,5%,-4%,-8%
Cc1cc(C)c(NC(=O)C[N+](C)(C)CC(O)COc2cccc3ccccc23)c(C)c1 (configuration not stated),10%,i,0.9,12%,-4%,0.6%,-1.1,43,-3%,-4%,6%
CCN(CC)C(=O)c1cccc(NC(=O)CC23CC4CC(CC(C4)C2)C3)c1,-3%,+,1.7*,8%,-4%,-0.3%,2.2,46,-1%,14%,0%
Fc1ccccc1CNC(=S)Nc1ccc(Cl)cc1,1%,i,0.2,4%,-2%,-0.4%,2.3,48,5%,-2%,-2%
Cc1cccn2c(CNCC3OCCc4ccccc43)c(C(=O)N3CCCCC3)nc12 (configuration not stated),0%,i,0.1,10%,-3%,2.4%,-1.7,77,7%,-9%,-3%
O=C(NCC1CCCN(C(=O)c2cscn2)C1)c1ccccc1Cl (configuration not stated),-10%,i,0.3,8%,-7%,-0.7%,1.3,38,-2%,2%,-2%
Cc1ccc(-c2nn(-c3ccccc3)cc2C(=O)Nc2ccc(C(=O)O)cc2)cc1,-4%,i,0.2,3%,8%,24%,2.0,30,7%,-9%,-6%
COC(=O)c1cccc(NC(=O)c2cccs2)c1C,-6%,i,0.3,6%,-2%,2.1%,-1.2,68,2%,8%,-19%
COC(=O)c1cccc(COC(=O)c2cc3ccccc3oc2=O)c1,2%,i,0.2,6%,-10%,-2.2%,-1.1,57,-1%,5%,-9%
Cc1ccc(C(=O)CC(C(=O)O)n2cccn2)cc1 (configuration not stated),-7%,i,1.2,1%,-5%,0.4%,-1.5,55,-1%,9%,-10%
COc1ccc(-c2csc(N(CCCN3CCOCC3)C(=O)c3ccco3)n2)cc1,-7%,i,0.4,2%,-5%,-1.3%,2.4,72,-2%,18%,-8%

Continuation:
Compound,PhoP inhibition,Myeloid diff MLP,Myeloid diff MLP GFP+ MAC1+ %,Rac1 GTP hydrolysis,LYP phosphatase,HIV peptide binding,NTR1 agonist,NTR1 agonist cell count 20 µM,Siah-1 displacement,GPR55 LPI antagonism,GPR35 antagonists
COc1ccccc1CNC(=S)Nc1cc(C)ccc1C,-6%,i,0.2,5%,-6%,0.3%,-0.4,43,3%,1%,10%
CCN(CC)C(=S)Sc1c(-c2ccccc2)c2cc(Cl)ccc2[nH]c1=O,-7%,i,0.6,19%,7%,0.1%,8.4,35,2%,4%,-22%
CCOC(=O)CN1C(=O)C(O)(CC(=O)c2cccc(OC)c2)c2ccccc21 (configuration not stated),2%,i,1.5,4%,-7%,-3.6%,-2.1,49,-3%,16%,18%
CCOc1ccc(N(CC(=O)Nc2cccc(OC)c2)S(=O)(=O)c2c(C)noc2C)cc1,-11%,i,3.4,4%,-3%,-1.4%,-0.4,56,2%,-4%,-4%
CC(=O)c1cc(NC(=O)c2ccccc2)c(=O)oc1C,-5%,i,0.1,9%,3%,-3.2%,-0.3,86,-9%,8%,-2%
O=C(NC1CC1)c1ccc(NS(=O)(=O)c2ccccc2)cc1,-1%,i,0.0,1%,-7%,-1.6%,1.0,67,-8%,-6%,2%
CCOc1ccccc1NC(=O)CCS(=O)(=O)c1ccc(Br)cc1,6%,i,1.1,nt,-5%,2.0%,-0.2,48,17%,-7%,3%
Cc1cc(S(=O)(=O)N2CCOCC2)ccc1OCC(=O)NCCN1CCOCC1,0%,i,0.4,4%,-5%,-0.8%,-1.0,56,6%,6%,7%
CC(=NCCCNC1CCCCC1)C1=C(O)CC(C)(C)CC1=O,0%,i,0.9,11%,-5%,-1.1%,0.6,55,-4%,2%,17%
O=C(NCc1ccco1)/C(=C\c1cccs1)NC(=O)c1ccsc1,9%,i,0.6,-3%,0%,1.6%,-0.5,64,2%,0%,8%
Cc1c(Cl)c([N+](=O)[O-])nn1CC(=O)NC1CCCCC1,-3%,i,1.2,7%,-3%,1.1%,-1.2,54,0%,18%,13%
COc1ccc(Cl)cc1S(=O)(=O)N1CCCC(C(=O)NCc2ccncc2)C1 (configuration not stated),-2%,i,2.0,5%,-5%,1.2%,0.2,61,-1%,0%,-10%
COc1ccc(/C(=C\Nc2ccc(C)c(C)c2)C(C)=O)cc1OC,-1%,i,0.4,-3%,3%,-2.5%,2.7,24,4%,-11%,-7%
C[N+](C)(C)c1ccc(/C=N/Nc2nc(Cl)c(C#N)c(Cl)c2Cl)cc1,-13%,?,nt,-9%,-3%,6.6%,nt,nt,-7%,10%,15%
Cc1occc1C(=O)Nc1cccc(Cl)c1Cl,-8%,i,0.8,4%,-8%,-0.2%,0.1,54,-2%,10%,-6%
Cc1ccc(Oc2ccccc2NC(=O)C2=COCCO2)cc1,-5%,i,1.5,-6%,nt,nt,0.4,39,nt,nt,nt

An unsorted share of the library; any-hit rate near 2.4%.
